# From PubChem
# EP2 antag – EP2 receptor (human) inhibition; C6 glioma cells expressing human EP2, cAMP TR-FRET; cells stimulated with saturating PGE2; P43116; inhibition, % at 25 µM; AID 1422; 260,000 compounds, 0.52% hits;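 active means percent inhibition above 40 after rounding to a whole number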;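 further: rat C6 glioma host cells with rolipram phosphodiesterase inhibitor present; the protocol text gives 20 µM as final concentration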
# Target sequence (P43116 whole entry, looked up): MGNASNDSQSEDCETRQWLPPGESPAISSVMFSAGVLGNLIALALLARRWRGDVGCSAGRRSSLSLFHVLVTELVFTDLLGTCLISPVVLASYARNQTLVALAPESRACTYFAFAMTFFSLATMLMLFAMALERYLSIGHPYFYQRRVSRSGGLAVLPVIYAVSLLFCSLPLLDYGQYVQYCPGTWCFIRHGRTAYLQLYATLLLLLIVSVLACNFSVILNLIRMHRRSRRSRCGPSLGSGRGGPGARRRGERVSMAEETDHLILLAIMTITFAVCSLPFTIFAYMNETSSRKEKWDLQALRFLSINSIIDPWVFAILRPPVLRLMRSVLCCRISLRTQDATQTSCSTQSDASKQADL
# An asterisk follows results filed as active; & = joins results of further samples. This is a subset; the hit share may differ from the screen's.
No.	compound	EP2 antag
1	CC(=O)Nc1ccc(NS(=O)(=O)c2ccc3c4c(cccc24)C(=O)N3C)cc1	23
2	O=C(c1cc2ccccc2oc1=O)N(Cc1ccccc1F)C1CCCCC1	7
3	Oc1ccc(-c2nc3cnccn3c2NCc2cccs2)cc1	11
4	COC(=O)[C@H]1[C@H](CCc2ccccc2)NC(=O)N(Cc2ccccc2)[C@@H]1C	8
5	O=C(C[C@@H](c1ccccc1)N1CCCCC1)c1ccccc1	10
6	O=C(Nc1ccccc1)N(CCN1CCCC1)Cc1cc2cc3c(cc2[nH]c1=O)OCCO3	19
7	C=CCn1c(=O)/c(=C2/Sc3ccccc3N2C)s/c1=C1\C(=O)N(C)C(=S)N1C	10
8	COc1cccc(NC(=O)CSc2nnc(COc3cccc(C)c3)n2C)c1	14
9	COCCn1nnnc1C(c1cc2cc(C)cc(C)c2[nH]c1=O)N1CCCC2(CCCCC2)C1 (configuration not stated)	3
10	Cc1cc(C)c(S(=O)(=O)N2CCC(C(=O)NC(C)C)CC2)c(C)c1	12
11	CC(C)(C)n1nnnc1C(c1ccccn1)N(Cc1ccco1)CC1CCCO1 (configuration not stated)	28
12	CC(C)c1nc2ccccc2c2nn(CC(=O)N(C)C3CCCCC3)c(=O)n12	8
13	CC(C(=O)N1CCC2(CC1)NC(=O)c1ccccc1O2)c1n[nH]c(=O)c2ccccc12 (configuration not stated)	12
14	Cc1ccc(C(=O)CSc2nc3ccccc3o2)cc1C	5
15	CCn1c(SCC(=O)Nc2cccc(C(=O)OC)c2)nnc1-c1ccco1	12
16	COCCCn1c(SCC(=O)Nc2ccc(Cl)cc2)nnc1-c1ccoc1C	8
17	COc1cc(C(=O)Nc2ccc(NC(=O)c3ccco3)c(C)c2)cc(OC)c1OC	9
18	COc1ccc(C(=O)CSc2nnc(C3CC3)n2C)cc1	6
19	CC1CCc2c(sc3ncn(C4CCN(C(=O)c5ccco5)CC4)c(=O)c23)C1 (configuration not stated)	8
20	CCCC(=O)N1c2cc(C)ccc2-c2c(ssc2=S)C1(C)C	7
21	COc1ccc(C(=O)N2CCN(C(=O)c3ccccc3)CC2)cc1OC	9
22	CCOC(=O)c1c(C)oc2ccc(OCC(=O)NN)cc12	5
23	O=C(CN1C(=O)N2CCN=C2c2ccccc21)NC1CC1	0
24	O=C(NCc1ccccc1)C1=C[C@@H](c2ccc3c(c2)OCO3)C[C@@H](OCCCCO)O1	2
25	Cc1ccc2cc(CN(CCCN3CCOCC3)C(=O)NCc3ccccc3)c(=O)[nH]c2c1C	8
26	COc1ccc(C2(NC(=O)CN3Cc4ccccc4C3=O)CCCCC2)cc1	6
27	CCOc1ccc(N(CC(=O)N2CCCCCC2)S(=O)(=O)c2ccc(OC)c(OC)c2)cc1	6
28	CC(=O)NC(C(=O)O)C(C)(C)SN=O (configuration not stated)	13
29	CN(C)c1ncc(CNC2(c3ccc(Cl)cc3)CC2)cn1	10
30	COC(=O)c1ccc(C2Nc3ccccc3-c3cc(C)nn32)cc1 (configuration not stated)	10
31	Cc1ccc2cc(CN(CCN(C)C)C(=S)Nc3cccc(Cl)c3)c(=O)[nH]c2c1C	7
32	Cc1ccccc1C(=O)N(Cc1cc2cccc(C)c2n2nnnc12)C1CCCC1	28
33	CCOC(=O)C[C@H]1c2ccccc2S(=O)(=O)N1Cc1cc(OC)c(OC)c(OC)c1	6
34	Cc1cccc(CSCc2nc3ccccc3[nH]2)c1	11
35	O=C(CN1C(=O)CC(c2ccccc2)=Nc2ccccc21)N1CCCCC1	10
36	CCOC(=O)N1CC=C2C(C#N)=C(N)C(C#N)(C#N)C(C(C)C)C2C1 (configuration not stated)	14
37	COc1ccccc1OCc1nnc(SCC(=O)Nc2cc(F)ccc2C)n1C	9
38	Cc1ccc2cc3c(cc2c1)C[N+]1(CCOCC1)C3	4
39	Nc1cc(-c2cccs2)nn(CC(=O)N2CCCC2)c1=O	7
40	COc1ccc(/C=C/C(=O)c2ccc(O)cc2O)cc1OC	12
41	O=C(NCCNC(=O)C1Oc2ccccc2O1)c1ccccn1	9
42	COc1ccc(N2CCN(C(=O)Cn3ncc4cccn4c3=O)CC2)cc1	9
43	COc1cc(C2/C(=C(/O)c3cc(C)ccc3C)C(=O)C(=O)N2CCN(C)C)ccc1O (configuration not stated)	6
44	COC(=O)c1ccc2nc(C3CCCCC3)c3c(c2c1)CCC3	4
45	COc1cc(NC(=O)CSc2nnns2)cc(OC)c1	4
46	CCn1c(SCC(=O)Nc2cccc(F)c2)nnc1-c1cccnc1	11
47	COC(=O)c1cn(CC(=O)Nc2c(C)cccc2C)c2ccccc12	12
48	Cc1cc2c(o1)CCc1sc(N(C)C(=O)CCn3ncc4ccccc43)nc1-2	3
49	CCOC(=O)Cn1nnnc1CN(Cc1ccco1)Cc1cc2cc(C)ccc2[nH]c1=O	9
50	CC(C)Oc1ccc2c(=O)cc(-c3ccccc3)oc2c1	14

# The results go on:
No.	compound	EP2 antag
51	CN=C1Sc2nc3c(C)cc(C)cc3cc2CN1CC1CCCO1 (configuration not stated)	19
52	COc1ccc(C#Cc2c(-c3ccsc3)oc3ccc(N4CCOCC4)cc23)cc1	12
53	c1ccc([C@H](c2cccc3c2ccc2ccccc23)[C@H](c2ccccc2)c2cccc3c2ccc2ccccc23)cc1	41*
54	CCn1nnc(NC(=O)c2ccc(OC(C)C)cc2)n1	17
55	CC(=O)c1ccc(N(C(=O)Cc2cccs2)C(C(=O)NC2CCCCC2)c2cccn2C)cc1 (configuration not stated)	10
56	CN1C(=O)N(CC(=O)NCCc2ccccc2)c2cccnc2N1C	4
57	OC(CN1CCC(O)(c2ccccc2F)CC1)c1ccccc1 (configuration not stated)	5
58	Cc1ccc(NC(=O)CN2C(=O)/C(=C3\SC(=S)N(CCC(=O)O)C3=O)c3ccccc32)cc1	9
59	O=C(O)CNS(=O)(=O)c1cccc2cccnc12	10
60	C=CCOc1ccccc1NC(=O)c1cnc(SC)nc1	3
61	Cc1n(-c2ccccc2)c2ccccc2[n+]1C	11
62	COc1ccc(N2CCN(CC(=O)Nc3cccc(C(=O)O)c3)CC2)cc1	7
63	COCCNC(=O)C(C)Sc1nc(-c2ccccc2)cc(C(F)(F)F)n1 (configuration not stated)	4
64	CCOc1ccccc1NC(=O)COC(=O)c1cccs1	8
65	Cc1ccc2[nH]c(=O)c(NC(N)=O)nc2c1	14
66	CC(=O)Nc1ccccc1C=C1c2ccccc2-c2ccccc21	11
67	Cc1cc2c(cc1NCc1cc3c(C)nn(-c4ccccc4)c3[nH]c1=O)OCCO2	16
68	O=C(N/N=C/c1ccc2c(c1)CCC2)c1ccccc1O	14
69	Cc1cc(S(=O)(=O)Nc2ccncc2)c(Cl)cc1Cl	3
70	COc1ccc(CC(=O)NC(C)c2nc(-c3cccnc3)n[nH]2)cc1 (configuration not stated)	6
71	O=C(O)CCc1nc(-c2ccccc2-n2cccc2)no1	9
72	CCCC(c1nnnn1C(C)(C)C)N(Cc1ccc(OC)cc1)Cc1cc2ccc(C)cc2[nH]c1=O (configuration not stated)	8
73	CS(=O)(=O)N1CCc2cc(C(=O)Nc3ccc(F)cc3)ccc21	17
74	CCOc1ccc(-c2csc3ncn(CC(=O)O)c(=O)c23)cc1	11
75	Cc1ccc2cc(CN(Cc3ccco3)C(=O)Nc3ccc(Cl)cc3)c(=O)[nH]c2c1	7
76	CCOc1ccc2[nH]c(=O)c(CN(Cc3cccs3)C(=O)Nc3ccc(OC)cc3)cc2c1	13
77	COc1cc2cc(C)c3nnc(SCC(=O)Nc4nccs4)n3c2cc1OC	3
78	NCCOB(c1ccccc1)c1ccccc1	7&10
79	O=C(CSc1nnc(-c2ccncc2)n1C1CCCCC1)NC1CCCC1	18
80	COc1cccc2c1oc(=O)c1c(NC(C)=O)nc(-c3ccccc3)nc12	11
81	CCC(c1nnnn1C(C)(C)CC)N(Cc1ccc(C)cc1)Cc1cc2c(C)ccc(C)c2[nH]c1=O (configuration not stated)	12
82	O=C(Nc1cccc(F)c1)N1CCN(c2ncccn2)CC1	5
83	COc1ccccc1NC(=O)C1=C(C)NC2=C(C(=O)CCC2)C1c1ccc(Cl)c(Cl)c1 (configuration not stated)	8
84	CCc1ccccc1NC(=O)CSc1nnc2c3ccccc3n(C)c2n1	8
85	C[C@H]1C[C@@H]2[C@@H]3CCC4=CC(=O)C=C[C@@]4(C)[C@@]3(F)[C@H](O)C[C@@]2(C)[C@]1(O)C(=O)COP(=O)(O)O	42*
86	CN(Cc1ccccc1)c1nc2c(c(=O)[nH]c(=O)n2C)n1CCO	12
87	COc1ccc2c(c1)c(CCNNC(=O)C(C)(C)C)c(C)n2C(=O)c1ccc(Cl)cc1	22
88	CC(=NCC(=O)O)c1ccccc1	12
89	CN(C)c1nc(Nc2ccc(Cl)c(Cl)c2)nc(N(C)C)n1	10
90	CCC(CN1CCOCC1)NC(=O)Cc1sc(C)nc1-c1ccc(C)cc1 (configuration not stated)	2
91	CCCC[C@@H]1C[C@H]1[C@@H](NC(=O)c1ccco1)c1ccccc1C(F)(F)F	18
92	COCCNC(=O)CCCSc1nc(-c2ccco2)cc(C(F)(F)F)n1	9
93	Cc1ccc(Cn2c(SCC(=O)Nc3ccc4c(c3)OCO4)nc3c2c(=O)n(C)c(=O)n3C)cc1	12
94	COc1ccc(C(c2nnnn2Cc2cccs2)N2CCN(c3ccc(OC)cc3)CC2)cc1 (configuration not stated)	9
95	CCOC(=O)c1cccc(NC(=O)CSc2nnc(C)c(C)n2)c1	24
96	Cc1ccc2cc(CN(Cc3cccs3)C(=S)NC3CCCCC3)c(=O)[nH]c2c1	10
97	CCCn1c(SCC(=O)N2CCCCCC2)nnc1-c1ccoc1C	2
98	CN(C)C(CNS(=O)(=O)c1ccc2c(c1)oc(=O)n2C)c1ccc2c(c1)OCO2 (configuration not stated)	9
99	Cn1c(=O)c(C(=O)Nc2cccc(Cl)c2)c(O)c2ccccc21	4
100	O=C(O)CC1(CC(=O)O)Nc2ccccc2SC1=O	10

# The list continues.
No.	compound	EP2 antag
101	CN(C)c1ccc(C(C(=O)NC2CCCC2)N(Cc2ccco2)C(=O)c2ccco2)cc1 (configuration not stated)	20
102	Cn1nc(C(C)(C)C)cc1C(=O)N1CCC[C@H](C(=O)c2ccccc2F)C1	8
103	Cc1ccc(-c2nc(CNC(=O)CCN3Cc4ccccc4C3=O)no2)cc1	6
104	Cc1ccc2nc3c(c(N)c2c1)CCCC3 (tested in a mixture with another compound)	8
105	CCC(C(=O)OC(C)C)n1cnc2sc3c(c2c1=O)CCC(C)C3 (configuration not stated)	5
106	O=C(c1cnn2cccnc12)N1CCn2c(nnc2C2CC2)C1	9
107	COCCSc1nnc(NC(=O)c2cc(-c3ccccc3)nc3ccccc23)s1	14
108	CCc1ccc(C(C(=O)NC(C)(C)C)N(Cc2ccco2)C(=O)c2csnn2)cc1 (configuration not stated)	7
109	CCc1[nH]nc2c1C(c1ccc(F)cc1F)C(C#N)=C(N)O2 (configuration not stated)	15
110	Cc1ccc2[nH]c(=O)c(CN(CCc3ccccc3)S(=O)(=O)c3ccc4c(c3)OCCO4)cc2c1	9
111	CCC(c1nnnn1C1CCCC1)N(Cc1cccs1)Cc1cc2ccc(C)c(C)c2[nH]c1=O (configuration not stated)	7
112	COc1ccccc1-n1nnnc1SCC(=O)NC1CCCCC1	8
113	Cc1cc(C)c2cc(CN(CCCO)C(=S)Nc3ccccc3)c(=O)[nH]c2c1	6
114	COc1cc2cc3c(N)c(C(=O)Nc4ccc5c(c4)OCCO5)sc3nc2cc1OC	16
115	O=C(O)c1ccc(Oc2nc3ccccc3s2)cc1	4
116	COc1cc(C2NC(=O)C(=O)/C2=C(\O)c2ccccc2)ccc1O (configuration not stated)	10
117	CCn1c(SCC(=O)Nc2cccc3ccccc23)nnc1-c1ccccc1Br	14
118	CCOc1ccc(-c2csc(NC(=O)C(C)C)n2)cc1	12
119	CO[C@H]1/C=C/O[C@@]2(C)Oc3c(C)c(O)c4c(O)c(c5c(nc6cc(C)ccn65)c4c3C2=O)NC(=O)/C(C)=C\C=C\[C@H](C)[C@H](O)[C@@H](C)C(O)[C@@H](C)[C@H](OC(C)=O)[C@@H]1C (some centres not stated)	4
120	C[N+]1([C@H](CO)Cc2c[nH]c3ccccc23)Cc2ccccc2C1	50*
121	Cc1cc(C)cc(-n2nnnc2SCC(=O)Nc2nc3ccccc3s2)c1	4
122	Cc1ccc2[nH]c(=O)c(CN(Cc3cccnc3)C(c3nnnn3Cc3ccccc3)C(C)C)cc2c1 (configuration not stated)	5
123	NC(=O)c1ccccc1N	14
124	CCc1nc2sc3c(c2c2nnc(SCC(=O)NCCc4ccccc4)n12)CCCC3	8
